NOD1 inhibition – NOD1 signaling inhibitors, primary screen, cell-based, luminescence, uHTS (AID 1578); inhibition, % at 4 µM, or EC50 in µM where a hit was titrated; NOD1-driven NF-kB luciferase reporter cells, luminescence; higher % means a stronger effect; hit rate 1% among 290,000; in the data active = inhibition mostly above about 36%, no sharp cut-off; inactive = mostly below about 34%;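 also: HEK-293T reporter cells stimulated with the NOD1 agonist gamma-tri-DAP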
TNAP activation fold – human TNAP enzyme activators, primary screen, biochemical, luminescent, no phosphate acceptor, uHTS (AID 1001); purified TNAP, luminescent activation assay, no phosphate acceptor; higher activation fold means a stronger effect; activation fold at 20 µM, or EC50 in µM where a hit was titrated; hit rate 0.03% among 200,000; in the data active = activation fold from about 3, or a potency from the dose series; inactive = the rest, 99 in 100 with activation fold below about 1.6; also: many of its hits are not listed in these tables
XIAP displacement – XIAP antagonists, biochemical, IAP family, fluorescence polarization (AID 1018) | hit rate 0.007% among 200,000 | E3 ubiquitin-protein ligase XIAP (Homo sapiens) | XIAP BIR domain, fluorescence polarization peptide displacement; higher % means a stronger effect | one-dose displacement, % at 20 µM; IC50 in µM for titrated hits; in the data active = displacement above about 50%; also: a part of the inactive calls stands beside numbers as strong as those of hits
PMI inhibition – human PMI inhibitors, high substrate, primary screen, biochemical, fluorescence intensity, high mannose 6-phosphate (AID 1220). Mannose-6-phosphate isomerase (Homo sapiens). recombinant PMI enzyme, coupled fluorescence intensity; higher % means a stronger effect. inhibition, % at 20 µM, or IC50 in µM where a hit was titrated. hit rate 0.66% among 190,000
KOR beta-arrestin-1 – KOR agonists, beta-arrestin recruitment, primary screen, cell-based, luminescence, uHTS (AID 1777). Kappa-type opioid receptor (Homo sapiens). KOR beta-arrestin recruitment, luminescence; higher % means a stronger effect. activation, % at 10 µM; hits with a dose series show EC50 in µM. hit rate 0.02% among 280,000; in the data active = activation above about 50%, passing the limit was not always enough; also: a part of the inactive calls stands beside numbers as strong as those of hits
human PMI inhibition – inhibitors of human PMI, primary screen, biochemical, fluorescence intensity, coupled assay (AID 1209); purified PMI enzyme, coupled fluorescence intensity; higher % means a stronger effect; inhibition, % at 20 µM; hits with a dose series show IC50 in µM; hit rate 0.42% among 190,000;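 also: plate controls were DMSO vehicle for no effect and wells lacking substrate for full effect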
LYP phosphatase – inhibitors of LYP phosphatase, biochemical, fluorescence intensity, uHTS (AID 1779); Tyrosine-protein phosphatase non-receptor type 22 (Homo sapiens); recombinant LYP phosphatase, fluorescence intensity; higher % means a stronger effect; inhibition, % at 11.5 µM, or IC50 in µM where a hit was titrated; hit rate 0.054% among 290,000;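 also: plate controls were vehicle with enzyme for no effect and no enzyme for full effect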
HEK293 NOD2/NF-kB – NOD2 signaling inhibitors, cell-based, luminescence, uHTS, HEK293 (AID 1566). hit rate 0.63% among 290,000. HEK293 NOD2/NF-kB luciferase reporter, luminescence; higher % means a stronger effect. one-dose inhibition, % at 4 µM; EC50 in µM for titrated hits; also: many of its hits are not listed in these tables
KOR beta-arrestin-2 – KOR antagonists, beta-arrestin recruitment, cell-based, luminescence, uHTS (AID 1778); hit rate 0.091% among 290,000; Kappa-type opioid receptor (Homo sapiens); KOR beta-arrestin recruitment, luminescence, antagonist mode; higher % means a stronger effect; inhibition, % at 10 µM; hits with a dose series show IC50 in µM; also: strong numbers were not always called active
The depositor's hits bear a star; . = not tested or not shown; [ ] = remark or other dose. Rule as the data show it, unless noted: active = inhibition above about 50%; inactive = the rest. Not all compounds are listed; count on the stated rates, not on these rows.

SMILES	NOD1 inhibition	TNAP activation fold	XIAP displacement	PMI inhibition	KOR beta-arrestin-1	human PMI inhibition	LYP phosphatase	HEK293 NOD2/NF-kB	KOR beta-arrestin-2
Nc1nsc2ccccc12	-18%	1	-3.2%	-1%	-5.2%	2%	-1%	-8%	-22%
C=CCn1c(=S)[nH]c2cc(C(=O)Nc3ccc(F)cc3)ccc2c1=O	-5%	.	.	.	-2.4%	.	-1%	9%	0%
CCc1cccc2c(SCC(=O)NCC3CCCO3)nc(-c3ccc(F)cc3)nc12 (configuration not stated)	-30%	1.1	0.7%	14%	-5.4%	16%	-9%	-2%	11%
COc1ccc(OC)c(CN2CCCC(CO)C2)c1 (configuration not stated)	8%	1.2	-1.0%	-10%	-6.7%	-12%	-8%	16%	3%
CC1CCC(NC(=O)CN2C(=O)COc3ccc(S(=O)(=O)N4CCCC4)cc32)CC1 (configuration not stated)	-26%	1.1	-5.8%	0%	-2.6%	13%	-2%	13%	-12%
COc1ccc(Nc2nc(NN)nc(C)c2[N+](=O)[O-])cc1	-12%	1	-5.1%	-8%	3.0%	-6%	6%	30%	-16%
O=c1c2c3c(sc2n2c(=S)[nH]nc2n1-c1ccccc1)CCC3	-5%	.	.	.	0.6%	.	0%	10%	0%
CSc1nc(C)cc(-n2cc(F)c(=O)[nH]c2=O)n1	2%	1.1	0.2%	14%	0.6%	13%	-13%	-2%	16%
CCCCCN(C(=O)CCC(=O)OCC(=O)NCc1ccc(OC)cc1)c1c(N)n(CCCC)c(=O)[nH]c1=O	-11%	.	.	.	1.5%	.	-9%	0%	-15%
COc1cccc(NC(=S)N(CCC(C)C)C(C)c2ccncc2)c1 (configuration not stated)	-6%	.	.	.	-0.3%	.	0%	14%	6%
Cn1c(C(=O)NCCc2ccccc2)cc(=O)n(C)c1=O	-26%	1.1	-3.2%	-10%	-0.6%	-1%	0%	-14%	21%
COC(=O)C1CCN(C(=O)c2cc(OC)c(OC)c(OC)c2)CC1	8%	1.1	0.9%	-1%	-0.2%	-1%	-9%	8%	12%
CCOP(=O)(OCC)C(Nc1ccccc1)c1ccccc1C(F)(F)F (configuration not stated)	5%	.	.	.	-4.4%	.	-3%	-4%	2%
O=C(N/N=C/c1ccc([N+](=O)[O-])cc1)c1ccc(COc2ccccc2-c2ccccc2)cc1	-27%	1	-12%	16%	-0.7%	12%	1%	-37%	16%
O=C(CN1CCC(C(O)(c2ccccc2)c2ccccc2)CC1)Nc1cc(Cl)ccc1Cl	-14%	1	-6.8%	5%	7.4%	10%	3%	-28%	24%
CC1CCCCC1NC(=O)C1CCN(c2c3c(nc4ncnn24)CCC3)CC1 (configuration not stated)	26%	.	.	.	2.8%	.	-12%	-4%	-27%
Cc1ccc(C)c(CSc2nc3ccncc3n2CC(=O)Nc2ccc(C)c(C)c2)c1	-28%	1	-4.0%	7%	.	6%	2%	-5%	.
O=c1[nH]c(CSc2ncnc3sccc23)nc2cc(C(F)(F)F)ccc12	4%	.	.	.	4.5%	.	-7%	-26%	17%
COCc1ccc(CN2CCc3c([nH]c4ccccc34)C2C(C)(C)C)o1 (configuration not stated)	3%	1.1	-8.7%	14%	.	8%	-3%	22%	-38%[20 µM]
O=C(CSCc1ccccc1F)NCc1ccccc1	-62%	1	-5.2%	5%	-0.4%	1%	2%	-90%	-20%

A second format for 15 compounds above:
canonical_smiles,NOD1 inhibition,TNAP activation fold,XIAP displacement,PMI inhibition,KOR beta-arrestin-1,human PMI inhibition,LYP phosphatase,HEK293 NOD2/NF-kB,KOR beta-arrestin-2
CCc1cccc2c(SCC(=O)NCC3CCCO3)nc(-c3ccc(F)cc3)nc12 (configuration not stated),-30%,1.1,0.7%,14%,-5.4%,16%,-9%,-2%,11%
COc1ccc(OC)c(CN2CCCC(CO)C2)c1 (configuration not stated),8%,1.2,-1.0%,-10%,-6.7%,-12%,-8%,16%,3%
CC1CCC(NC(=O)CN2C(=O)COc3ccc(S(=O)(=O)N4CCCC4)cc32)CC1 (configuration not stated),-26%,1.1,-5.8%,0%,-2.6%,13%,-2%,13%,-12%
COc1ccc(Nc2nc(NN)nc(C)c2[N+](=O)[O-])cc1,-12%,1,-5.1%,-8%,3.0%,-6%,6%,30%,-16%
O=c1c2c3c(sc2n2c(=S)[nH]nc2n1-c1ccccc1)CCC3,-5%,.,.,.,0.6%,.,0%,10%,0%
CSc1nc(C)cc(-n2cc(F)c(=O)[nH]c2=O)n1,2%,1.1,0.2%,14%,0.6%,13%,-13%,-2%,16%
CCCCCN(C(=O)CCC(=O)OCC(=O)NCc1ccc(OC)cc1)c1c(N)n(CCCC)c(=O)[nH]c1=O,-11%,.,.,.,1.5%,.,-9%,0%,-15%
COc1cccc(NC(=S)N(CCC(C)C)C(C)c2ccncc2)c1 (configuration not stated),-6%,.,.,.,-0.3%,.,0%,14%,6%
Cn1c(C(=O)NCCc2ccccc2)cc(=O)n(C)c1=O,-26%,1.1,-3.2%,-10%,-0.6%,-1%,0%,-14%,21%
COC(=O)C1CCN(C(=O)c2cc(OC)c(OC)c(OC)c2)CC1,8%,1.1,0.9%,-1%,-0.2%,-1%,-9%,8%,12%
CCOP(=O)(OCC)C(Nc1ccccc1)c1ccccc1C(F)(F)F (configuration not stated),5%,.,.,.,-4.4%,.,-3%,-4%,2%
O=C(N/N=C/c1ccc([N+](=O)[O-])cc1)c1ccc(COc2ccccc2-c2ccccc2)cc1,-27%,1,-12%,16%,-0.7%,12%,1%,-37%,16%
O=C(CN1CCC(C(O)(c2ccccc2)c2ccccc2)CC1)Nc1cc(Cl)ccc1Cl,-14%,1,-6.8%,5%,7.4%,10%,3%,-28%,24%
CC1CCCCC1NC(=O)C1CCN(c2c3c(nc4ncnn24)CCC3)CC1 (configuration not stated),26%,.,.,.,2.8%,.,-12%,-4%,-27%
Cc1ccc(C)c(CSc2nc3ccncc3n2CC(=O)Nc2ccc(C)c(C)c2)c1,-28%,1,-4.0%,7%,.,6%,2%,-5%,.

Other compounds follow:
SMILES	NOD1 inhibition	TNAP activation fold	XIAP displacement	PMI inhibition	KOR beta-arrestin-1	human PMI inhibition	LYP phosphatase	HEK293 NOD2/NF-kB	KOR beta-arrestin-2
O=c1cc[nH]c2c1ccc1c(=O)cc[nH]c12	-5%	.	.	.	-6.1%	.	-7%	5%	22%
CCOC(=O)c1c(NC(=O)CCC(=O)O)sc2c1CC(C)(C)OC2	-24%	1.1	-4.1%	-3%	.	-4%	-2%	28%	-19%[20 µM]
COc1cccc(NC(=O)CSc2nncn2-c2ccccn2)c1	9%	1.1	-3.1%	0%	-2.1%	1%	-7%	21%	11%
Cn1cc(CN2CCC(Oc3ccc(C(=O)N4CCCCC4)cc3)CC2)cn1	-45%	.	.	.	5.2%	.	-10%	-14%	-25%
O=C(/C=C/c1cccs1)c1ccc(N2CCOCC2)cc1	-48%	1	-6.8%	0%	-1.8%	-8%	4%	-59%	-3%
O=C(CN1CCC(C(=O)c2cccc(F)c2)CC1)NCc1cccs1	-24%	1.1	-2.6%	-14%	-3.1%	-14%	2%	19%	2%
O=C(N/N=C/c1ccc([N+](=O)[O-])o1)c1cc(-c2cccc(Br)c2)nc2ccccc12	13%	1	-7.5%	-10%	0.7%	-15%	11%	8%	-17%
CCc1nnc2c(N(C)S(=O)(=O)c3ccc(C)cc3)nc3ccccc3n12	-23%	.	.	.	-0.8%	.	-13%	16%	22%
COc1cc2c(cc1NC(=O)/C=C/c1cc(OC)c(OC)c(OC)c1)oc1ccccc12	-8%	1	1.3%	12%	1.3%	18%	8%	27%	13%
N/C(=N\O)c1ccc(NC(=O)c2ccc(Br)o2)cc1	-26%	1.1	-4.4%	9%	-1.7%	17%	-2%	-25%	22%
CC(=O)Nc1ccc(NC(=O)C2CCCN2S(=O)(=O)c2cccc3nsnc23)cc1 (configuration not stated)	16%	1.1	-11%	16%	-0.1%	8%	-9%	16%	-14%
CC(=O)Nc1ccc(S(=O)(=O)Oc2ccc3c(c2)C(C)=CC(C)(C)N3)cc1	36%	1.1	-2.6%	30%	4.9%	20%	-1%	4%	-16%
COc1ccc(C2/C=C\CN(C(=O)C3CC3)CC(=O)N2Cc2ccc(F)cc2)cc1 (configuration not stated)	8%	.	.	.	-1.8%	.	-10%	25%	37%
CCn1ccnc1CN(C)C(=O)c1cc(COc2ccccc2SC)on1	-27%	.	.	.	-2.1%	.	-7%	-18%	5%
O=c1[nH]c(/C=C/c2ccc(Cl)cc2Cl)c([N+](=O)[O-])c(=O)[nH]1	31%	.	.	.	0.6%	.	-10%	-70%	5%
O=C(O)CCCn1cc(NC(=O)COc2ccc([N+](=O)[O-])cc2)cn1	11%	1.1	-5.2%	-12%	3.6%	-23%	-2%	2%	28%
O=C1NC[C@@H](Cc2ccc(O)cc2)N(CCc2cccc3ccccc23)C1=O	-4%	.	.	.	-0.3%	.	-9%	0%	7%
O=C(Nc1ccccn1)C12CC3CC(C1)CC(C(=O)Nc1ccccn1)(C3)C2	12%	1.1	5.6%	13%	-3.1%	13%	-2%	10%	9%
C/C=C/C(=O)OCC(=O)Nc1cc(OC)c([N+](=O)[O-])cc1C	4%	1.1	-4.1%	7%	-2.8%	-5%	2%	10%	-8%
O=C(Nc1cccnc1)c1cc(F)cc(F)c1	4%	1.1	-3.3%	-11%	-0.4%	-5%	-9%	5%	-5%
O=C(CSc1nc(-c2ccco2)cc(C(F)(F)F)n1)Nc1ccc2c(c1)CCC2	21%	1	-5.7%	-14%	10%	-6%	-7%	-13%	-151%
CC1=CC(=O)C=C(C)C1=NOc1ccccc1[N+](=O)[O-]	36%	1	-6.8%	55%*	2.1%	26%	-6%	1%	-68%
N=C(N)SCC1=CCS(=O)(=O)C1	-4%	.	.	.	4.8%	.	-6%	-2%	9%
COc1ccccc1OCC(=O)NNC(=O)Nc1ccc(Cl)cc1	-16%	2.1	-0.4%	-11%	-4.6%	-10%	1%	-32%	-54%
O=C(NC(CSSCC(NC(=O)c1ccccc1)C(=O)O)C(=O)O)c1ccccc1 (configuration not stated)	-14%	1.1	-3.8%	-9%	3.3%	5%	-3%	5%	-12%
C/C(=N\NC(=O)c1ccc(Cn2cc([N+](=O)[O-])cn2)o1)c1cccc(NC(=O)C(C)C)c1	-24%	1.1	-4.5%	6%	-3.1%	3%	-6%	19%	-6%
COc1cccc2c1Oc1ncccc1N(C(=O)CCC(=O)NCc1ccc(F)cc1)C2	2%	.	.	.	-4.8%	.	-10%	18%	11%
O=C(N/N=C/c1cccc(F)c1)NC1CCCCC1	-40%	1	-3.7%	8%	2.1%	8%	5%	-12%	18%

Screening data: PubChem, Sanford-Burnham Center for Chemical Genomics
